# Source: PubChem BioAssay
# Plk1 PBD FP – Plk1 (human) PBD binding inhibition; actives 0.13% (n = 97,000); AID 693; P53350; Plk1 PBD phosphopeptide binding, fluorescence polarization; inhibition, %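 (tested at about 20 µM)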; in the data active = inhibition above about 34%, passing the limit was not always enough
# PLK1 kinase inh – blocks human PLK1 kinase activity; recombinant PLK1 kinase, TR-FRET peptide phosphorylation; P53350; actives 0.53% (n = 97,000); inhibition, % at 10 µM;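 active = inhibition of 50% or more in the single-concentration screen; inactive = inhibition below 50%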;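 also: 0% = DMSO max control and 100% = H-89 dihydrochloride min control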
# Rev-RRE block – HIV Rev-RRE protein-RNA interaction inhibition; P05866; Rev peptide-RRE RNA binding, FRET; actives 0.79% (n = 97,000); inhibition, % at 8 µM;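 active = inhibition above the screen-wide mean plus 3 SD, cut at about 35% in these data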;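 also: 0% = median DMSO wells and 100% = median Neomycin B control wells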
# Target sequence (P05866 whole entry, looked up): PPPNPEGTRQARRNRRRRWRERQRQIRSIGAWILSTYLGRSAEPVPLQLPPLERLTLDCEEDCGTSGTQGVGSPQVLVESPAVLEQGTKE
#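 System: Cy5-labelled duplex RRE RNA binding fluorescein-labelled HIV Rev peptide; Signal: fluorescein-to-Cy5 FRET, 480 nm excitation; Also added: labelled Rev peptide; Compound: one concentration, 8 µM nominal; Buffer or medium: HEPES pH 7.5 salt buffer with EDTA; Read-out: % inhibition of FRET ratio versus controls; Schedule: 5 min preincubation and 15 min binding, 25 °C.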
# S1P2 ag – S1P2 (human) receptor agonism; S1P2-expressing cell line, agonist reporter read-out; activation, % at 4.5 µM; actives 0.46% (n = 97,000); AID 729; in the data active = activation above about 16%;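 also: 0% = vehicle low control and 100% = maximal reference agonist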
# Target sequence (O95136 whole entry, looked up): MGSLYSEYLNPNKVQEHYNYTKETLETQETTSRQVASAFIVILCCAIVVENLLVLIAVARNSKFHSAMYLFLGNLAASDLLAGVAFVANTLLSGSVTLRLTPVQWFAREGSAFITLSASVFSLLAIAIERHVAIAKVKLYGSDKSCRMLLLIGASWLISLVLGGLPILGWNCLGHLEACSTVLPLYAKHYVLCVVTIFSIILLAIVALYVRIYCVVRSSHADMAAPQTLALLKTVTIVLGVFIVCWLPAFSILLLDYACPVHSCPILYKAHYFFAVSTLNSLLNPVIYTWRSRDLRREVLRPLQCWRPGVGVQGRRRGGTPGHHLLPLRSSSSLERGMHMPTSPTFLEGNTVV
# EphB4 ephrin blk – EphB4-ephrin-B2 interaction antagonism; P54760; EphB4 LBD / TNYL-RAW-Alexa532 peptide, fluorescence polarization; inhibition, % at 7 µM; actives 0.15% (n = 97,000);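 active = inhibition above the screen-wide mean inhibition plus 3 SD, cut at about 15% in these data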;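 also: 0% = DMSO wells and 100% = excess unlabeled TNYL-RAW peptide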
# PLAP activator – human PLAP activation. activation fold at 20 µM. actives 1.2% (n = 96,000). AID 696. purified PLAP enzyme, luminescent substrate read-out; stronger effect = higher value; in the data active = activation fold above about 2
# Target sequence (P05187 whole entry, looked up): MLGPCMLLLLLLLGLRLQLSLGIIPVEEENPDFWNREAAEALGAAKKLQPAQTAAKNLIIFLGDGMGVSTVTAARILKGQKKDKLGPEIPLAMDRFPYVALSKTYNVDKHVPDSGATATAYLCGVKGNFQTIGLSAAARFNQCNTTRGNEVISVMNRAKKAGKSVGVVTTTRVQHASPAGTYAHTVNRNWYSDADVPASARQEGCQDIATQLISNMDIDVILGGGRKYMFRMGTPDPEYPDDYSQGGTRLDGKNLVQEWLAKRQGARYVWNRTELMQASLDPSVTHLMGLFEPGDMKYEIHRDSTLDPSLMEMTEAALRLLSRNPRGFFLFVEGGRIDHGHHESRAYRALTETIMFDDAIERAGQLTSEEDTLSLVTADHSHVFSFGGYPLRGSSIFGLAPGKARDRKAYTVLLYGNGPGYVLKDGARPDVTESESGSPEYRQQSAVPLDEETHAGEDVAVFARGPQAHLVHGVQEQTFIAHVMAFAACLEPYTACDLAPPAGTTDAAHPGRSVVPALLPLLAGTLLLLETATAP
# FAK blocker – inhibitors of human focal adhesion kinase; Q05397; biochemical FAK kinase activity assay; inhibition, %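 (tested at 7 µM)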; actives 0.84% (n = 97,000); in the data active = inhibition above about 19%;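 also: 0% = DMSO and 100% = reference compound high control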
# S1P2 blocker – S1P2 (human) receptor antagonism; inhibition, % at 5 µM; actives 0.21% (n = 97,000); AID 736; cell-based S1P2 antagonist assay, inhibition at 5 uM; O95136; in the data active = inhibition above about 45%;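 also: CRE beta-lactamase reporter cells expressing human S1P2 stimulated with S1P; 0% = agonist at EC80 alone and 100% = agonist plus reference antagonist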
# MT1-MMP txn act – MT1-MMP promoter transcription activation; HT1080 MT1-MMP promoter luciferase reporter, luminescence, overnight; stronger effect = higher value; activation factor at 10 µM; actives 0.16% (n = 86,000); AID 750;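 active = activation factor of at least 2 for MT1-MMP transcription at 10 µM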
# Starred values were filed as active, the others as inactive; nt = not tested or not shown.
# The line under a structure holds: MT1-MMP txn act	S1P2 blocker	FAK blocker	Plk1 PBD FP	S1P2 ag	PLK1 kinase inh	EphB4 ephrin blk	PLAP activator	Rev-RRE block
- CCc1nnc(N/N=C/c2c(Cl)cccc2Cl)n1N
 : nt	3	-2	4	-5	-4	-5	0.8	5
- COc1c(Cl)cc(Cl)cc1CNCCNCCO
 : nt	-8	0	-4	-5	-10	8	1.1	2
- C(=N\c1nc2ccccc2n1CCN1CCOCC1)/c1cccs1
 : 1.3	-11	-2	-1	-4	-5	-3	1	7
- CC(=O)c1c(C)[nH]c(C(=O)NCc2ccccc2)c1C
 : 1.2	10	2	-1	-7	-6	5	0.9	4
- C=CCNc1nc(N)c(C(=C(C#N)C#N)c2ccccc2)s1
 : nt	-36	10	13	-1	-9	-14	1	13
- O=C(c1ccco1)N1CCN(S(=O)(=O)c2ccc(Oc3ccccc3)cc2)CC1
 : 1.3	-21	0	-5	-3	-2	-9	1.3	7
- Cc1ccc(C)c(S(=O)(=O)N2CCN(CC(=O)Nc3ccc4c(c3)OCCO4)CC2)c1
 : nt	-4	1	24	-3	-6	-4	1.7	11
- CN1CCN(S(=O)(=O)c2ccc(NC(=O)c3ccc(F)cc3)cc2)CC1
 : 1	-14	-2	-18	-1	-16	1	1	4
- COc1ccc(C)cc1NC(=O)CN(C)S(=O)(=O)c1cccs1
 : nt	6	-1	-17	-5	-6	-2	1.1	-3
- COc1ccc(-c2cn3cccnc3n2)cc1NC(=O)c1ccc(Br)o1
 : 1	-5	-5	32	-1	4	-1	1.1	-2
- Cn1nnnc1SCC(=O)c1ccco1
 : 1.1	2	0	-11	-1	6	-1	1	12
- CCCCCCNC(=O)CCNC(=O)c1cc(OC)c(OC)c(OC)c1
 : 1.1	-4	-5	-40	-8	-11	3	1.2	5
- Cc1cc(C)n(-c2nc(N(c3ccccc3)c3ccccc3)nc(-n3nc(C)cc3C)n2)n1
 : 1.1	23	4	3	-8	-9	1	nt	-2
- COc1ccc(C2C(C#N)C(C#N)N3CCCN23)cc1 (stereo unspecified)
 : 1	12	-2	10	-4	-6	7	1.1	6
- CCn1c(CSCc2ccc(F)cc2)nnc1SCC(=O)N1CCN(c2ccccc2)CC1
 : nt	4	1	-11	-1	-9	-8	1.8	-1
- CCN(CC)S(=O)(=O)c1ccc(NC(=O)CSc2cccc[n+]2[O-])cc1
 : nt	-1	3	13	-5	-11	-6	1.1	7
- CCCc1[nH]nc2c1C(Cc1ccccc1)C(C#N)=C(N)O2 (stereo unspecified)
 : 1.1	-15	3	14	-2	8	-8	1.6	0
- CCOC(=O)N1CCN(CC(=O)Nc2c(C(=O)OC)[nH]c3ccccc23)CC1
 : 1.2	12	3	-19	-7	-10	6	1.1	2
- CCOc1ccccc1NS(=O)(=O)c1cccc2nsnc12
 : 1.3	-1	0	-5	-2	-5	2	1.1	1
- COc1ccccc1NCC(=O)N/N=C/c1cccnc1
 : nt	-10	4	-36	-10	-4	-7	1.1	-3
- O=S(=O)(c1ccc(Br)s1)n1cccn1
 : 1.2	9	4	1	-1	-1	2	0.9	16
- COc1ccccc1C1(CC(=O)O)CCOC(C(C)C)C1 (stereo unspecified)
 : 0.9	-3	1	14	-2	-13	0	1.1	6
- Cc1noc(C)c1S(=O)(=O)N1CCC(C(=O)Nc2ccc(OC(F)(F)F)cc2)CC1
 : nt	-8	0	-19	-2	-28	-5	1	20
- O=C(Cn1c(=O)n(Cc2ccco2)c(=O)c2c3c(sc21)CCCCC3)Nc1ccccc1
 : 1.1	1	32*	-15	-5	-20	-1	1.1	1
- Cc1c(C(=O)COC(C)(C)C)[nH]c2ccccc12
 : 1.4	19	3	-6	-5	-5	3	1.1	4
- COc1cc(Cn2c(=O)oc3ccc(C)cc32)ccc1OC(C)C
 : 1	1	2	3	5	-7	1	nt	18
- CCCC(=O)c1ccc(N2CCCCCC2)c(F)c1
 : 1.5	-14	2	20	-4	-12	-3	1.1	9
- CCn1c(-c2ccccc2)c(C(=O)O)c2ccccc21
 : nt	13	2	-8	-3	-15	5	1	3
- CN(C)CCCN1CC(C(=O)O)CC1=O (stereo unspecified)
 : nt	18	-3	-1	-2	-6	-3	1.1	7
- CCOc1ccc2cc(S(=O)(=O)N3CCOCC3)ccc2c1
 : 1	22	0	22	-1	-11	-4	1.1	-5

# Reprinted at random: 4 entries already listed, in no set order.
# The line under a structure holds: MT1-MMP txn act	S1P2 blocker	FAK blocker	Plk1 PBD FP	S1P2 ag	PLK1 kinase inh	EphB4 ephrin blk	PLAP activator	Rev-RRE block
- CCCc1[nH]nc2c1C(Cc1ccccc1)C(C#N)=C(N)O2 (stereo unspecified)
 : 1.1	-15	3	14	-2	8	-8	1.6	0
- Cc1c(C(=O)COC(C)(C)C)[nH]c2ccccc12
 : 1.4	19	3	-6	-5	-5	3	1.1	4
- Cc1noc(C)c1S(=O)(=O)N1CCC(C(=O)Nc2ccc(OC(F)(F)F)cc2)CC1
 : nt	-8	0	-19	-2	-28	-5	1	20
- CC(=O)c1c(C)[nH]c(C(=O)NCc2ccccc2)c1C
 : 1.2	10	2	-1	-7	-6	5	0.9	4

# Other structures:
# The line under a structure holds: MT1-MMP txn act	S1P2 blocker	FAK blocker	Plk1 PBD FP	S1P2 ag	PLK1 kinase inh	EphB4 ephrin blk	PLAP activator	Rev-RRE block
- O=C1CC(C(=O)N2CCOCC2)C2(CCCC2)O1 (stereo unspecified)
 : 1.2	-6	0	-15	-6	-12	0	1.1	2
- COc1ccc(C)cc1NC(=O)CSc1nnc(COc2ccc(Cl)cc2)n1Cc1ccco1
 : 1.1	6	-1	-32	-6	-5	2	1	1
- COc1cc2c(C(=O)NCc3ccc(C)o3)cn(CC(C)C)c(=O)c2cc1OC
 : 1	-7	-3	-7	-2	-6	-2	1.3	-1
- O=C(CCNS(=O)(=O)c1cccc2nsnc12)N1CCN(c2ccccn2)CC1
 : nt	0	-1	-10	-3	-35	6	1.5	5
- CCCCCCNc1nc(NCc2ccco2)nc(OCC)n1
 : 1.3	-11	1	-1	-4	2	5	1.1	5
- O=C(NCc1ccc(Cl)cc1)c1ccccc1Oc1ccccc1
 : nt	19	-2	25	-8	-3	10	1.2	16
- CSc1nc(C)cc(Oc2ccc(OCCOc3ccccc3)nn2)n1
 : 0.9	-11	0	8	-7	-5	1	1.2	4
- COc1ccc(-c2nc3n(n2)C(c2ccccc2Cl)C(C(N)=O)=C(C)N3)cc1 (stereo unspecified)
 : nt	15	-2	-3	-2	-2	6	1.1	7
- O=C(Nc1cccc2ccccc12)C1CCN(C(=O)Cc2ccccc2)CC1
 : 1.1	-12	-1	1	-4	-17	-3	nt	10
- CCN(CC)S(=O)(=O)c1cccc(-c2nnc(-c3ccc(C)cc3)o2)c1
 : 1.2	11	2	-1	2	-26	5	0.8	9
- O=C(Oc1cccc(-n2cnnn2)c1)c1sc2ccccc2c1Cl
 : 1	9	10	-10	-8	-16	-3	0.9	11
- CCn1c(SCC(=O)N2CCN(c3ccccc3F)CC2)nnc1-c1ccoc1C
 : 1	-5	-1	5	-6	1	-7	1.7	0
- Cc1nnc(-c2cnn(C)c2N)n1Cc1ccc(Cl)cc1
 : 1.4	-6	-1	-28	-3	-8	2	0.9	9
- O=c1c2ccccc2cnn1-c1ccc(Cl)cc1
 : 1.5	5	-5	4	-5	-8	-6	0.9	3
- CCn1c(=O)c2c(nc3n2CCS3)n(C)c1=O
 : nt	1	-2	15	-7	-14	-1	0.9	0
- Cc1nc2c(s1)sc1ccccc12
 : 1.5	-17	4	-3	-4	-4	-5	0.9	5
- CCN(CC)CCN1C(=O)Cn2c(C)c(C)c3cccc1c32
 : 1	-12	-5	-37	-4	-2	-7	1.6	-2
- COc1ccc(NC(C)=O)cc1NC(=O)CSc1nnc(-c2ccc(F)cc2)n1N
 : 1.1	14	-1	-3	-12	5	2	0.9	9
- CC1(C)NC(=O)N(CCOCCOc2c(Cl)cc(Cl)cc2Cl)C1=O
 : 1.1	6	0	-5	-4	-12	-2	1	3
- CCOC(=O)C1=C(c2ccccc2)N=c2s/c(=C\c3cc(OC)c(OC)c(OC)c3)c(=O)n2C1c1cccs1 (stereo unspecified)
 : nt	1	-1	12	-1	-8	3	1	5
- Fc1ccccc1Nc1nc2ccccc2n2nnnc12
 : nt	-15	-9	3	2	-13	-1	0.9	16
- Cc1ccc(C(=O)CSc2ncnc3sc4c(c23)CCCC4)cc1
 : nt	14	-3	10	-5	-35	-10	1.1	0
- CS(=O)(=O)c1cnc(-c2ccccc2)nc1Oc1ccc(F)cc1
 : nt	11	-5	-19	-4	-15	0	1	-4
- Cc1nnc(SCC(=O)N2CCN(S(=O)(=O)c3ccc(Cl)cc3)CC2)n(N)c1=O
 : 1.2	22	7	-16	-1	-10	2	1.9	7
- CCOCCCn1c(SCC(=O)NCc2ccco2)nc2c(sc3ccccc32)c1=O
 : 1	15	1	0	0	-4	9	1.4	7
- CC(SC1=NCCS1)C(=O)Nc1nnc(-c2ccc(Br)cc2)s1 (stereo unspecified)
 : nt	0	-4	14	-3	-8	-7	1.5	9
- COc1ccc(NC(=O)Cn2nc(C(F)(F)F)c3c2CCCC3)cc1OC
 : 1.3	-11	0	-31	-1	0	-6	nt	7
- CC(C)C1Nc2ccc(S(N)(=O)=O)cc2C2C=CCC21 (stereo unspecified)
 : 1	-4	2	4	-2	-10	-4	1.2	3
- Cc1ccc(OC(=O)CCC(=O)N2CCc3ccccc32)cc1
 : 1.2	-22	3	-12	-2	-13	5	1.1	9
- O=C1CC(N(Cc2ccco2)C(=O)Nc2ccc(F)cc2)C(=O)N1c1ccc(F)cc1 (stereo unspecified)
 : nt	7	-6	-6	-12	-14	2	0.9	1
- COC(=O)Nc1ccc(S(=O)(=O)NCCO)cc1
 : nt	4	-4	-20	-2	-11	5	1.1	7
- CC(c1ccccc1)C1C(C#N)=C(N)SC(N)=C1C#N (stereo unspecified)
 : 1.2	-4	2	3	-2	48	-5	1.2	1
- CC1(C(=O)NC2CCCC2)CCC(=O)N1Cc1ccccc1Cl (stereo unspecified)
 : 1.1	-11	0	-15	-3	-2	-4	1.7	-5
- O=C(NCCc1ccccc1)C(=O)NCC1CCCO1 (stereo unspecified)
 : 1.3	-22	0	6	-3	-6	0	1	3
- Cc1ccc(CNc2ccc(CNc3ncn[nH]3)cc2)cc1
 : 1.4	9	0	-24	-3	3	0	1.8	1
- CC(=O)Nc1ccc(CN2CCN(c3cccc(C(F)(F)F)c3)CC2)cc1
 : 1	-1	0	5	-4	1	-4	1.2	7
- COc1ccc(Cl)cc1N1CC(C(=O)Nc2nccs2)CC1=O (stereo unspecified)
 : 0.9	-1	-2	7	-5	-6	-1	1.2	1
- O=C(Nc1cnc2ccccn2c1=O)c1ccc(Cl)cc1
 : 1.6	-5	-4	-8	-9	-1	-1	0.8	-2
- CCOC(=O)N1CCN(C(=O)c2ccc3nc(N4CCCCC4)sc3c2)CC1
 : 1.4	15	3	3	-4	6	-6	1.2	4
- Cc1c(-c2nc(N)nc(Nc3ccccc3F)n2)oc2ccccc12
 : 1.8	-10	11	22	7	-15	4	1.3	11
- COc1ccc2sc(NC(=O)CC(C)C)nc2c1
 : 1.7	13	0	23	0	8	0	0.9	1
- COc1cccc(N(CC(=O)NCc2cccnc2)S(C)(=O)=O)c1
 : 1.2	3	-6	0	3	0	-1	1	3
- COc1cc(NC(=O)NS(=O)(=O)c2ccc(C)cc2)cc(OC)c1
 : 1	-18	-3	18	-3	-7	0	1.3	7
- CCOc1ccc(C2=Nn3c(nnc3-c3ccccn3)SC2)cc1
 : 1.2	1	3	13	-9	-14	11	1.5	8
- C=CCn1c(SCc2nc3ccccc3[nH]2)nnc1-c1ccncc1
 : 1	-13	-4	39	4	7	-4	1.4	20
- Cc1cc(=O)oc2cc(OCC3CC(c4ccc(N(C)C)cc4)=NO3)ccc12 (stereo unspecified)
 : 1.1	3	9	-2	-8	-1	-6	0.8	-4
- O=C(CN(c1ccc(F)cc1)S(=O)(=O)c1ccc2c(c1)OCCO2)Nc1ccccc1
 : 1.2	-1	3	3	-1	-11	-1	1.5	7
- COc1cc(NC(=O)c2ccc(C)cc2)c(OC)cc1NC(=O)CN1CCOCC1
 : 1.2	-22	2	-2	-1	-6	-1	1.5	11
